Screening results (PubChem)
DENV2 CPE: protects cells from dengue virus 2 cytopathic effect. DENV2-infected cells, cytopathic effect rescue, plate reader. CPE inhibition, % at 9.99 µM. actives 1.7% (n = 350,000). AID 651640; in the data active = CPE inhibition above about 20%, passing the limit was not always enough; inconclusive = no clear call, values can overlap the other calls; tested in BHK-21 cells;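 also: 0% = median of neutral control wells and 100% = median of positive control wells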
F508del corr: CFTR F508del correction in bronchial cells. CFBE cells, YFP halide quenching; stimulated with forskolin plus potentiator P3; % fluorescence drop versus neutral controls. activity (quench increase), % at 7.58 µM. actives 0.36% (n = 350,000). AID 720511;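 active = mean added fluorescence quench of at least 8% versus neutral control, with both replicates also reaching 8%; inconclusive = only one of the mean or replicate conditions met; inactive = mean below 8% and not both replicates reaching 8%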;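 also: cells transiently co-express mutant CFTR-F508del with the halide-sensitive YFP; corrector assay measuring rescue of mutant channel to the surface after 24 h compound exposure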
Xi reactivation: reactivates the inactive X chromosome in mouse fibroblasts. AID 743238. activation, % at 7.58 µM. actives 0.055% (n = 360,000). XiGFP mouse fibroblasts, % GFP-positive cells imaging, 3 d; cells co-treated with 5-aza-dC sensitizer; scaled so ellipticine positive control = 100%;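 active = mean normalized replicate activation at least 10% and every replicate at or above 10%; inconclusive = only one of the two criteria met; inactive = mean below 10% and not all replicates reach 10%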;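 also: 0% = median of on-plate neutral control wells and 100% = ellipticine 6 µM median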
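Schedule: 3 d treatment, 15 min room-temperature fixation; system: 68-5-11 XiGFP fibroblast line; buffer or medium: DMEM plus 5-aza-dC sensitizer; control set: ellipticine 6 µM positive control; compound: one concentration, pinned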
CASP6 VEID inh: inhibitors of human caspase-6. inhibition, % at 12.5 µM. purified caspase-6, Z-VEID-R110 cleavage fluorescence. P55212. actives 0.53% (n = 350,000);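 active = mean inhibition across replicates at least about 35%, with every replicate also reaching that limit, limit read from the data; inconclusive = only one of the two criteria met; inactive = neither criterion met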;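 also: 0% = median of neutral control wells and 100% = no fluorescence left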
Target sequence (P55212 24-179 limits assumed): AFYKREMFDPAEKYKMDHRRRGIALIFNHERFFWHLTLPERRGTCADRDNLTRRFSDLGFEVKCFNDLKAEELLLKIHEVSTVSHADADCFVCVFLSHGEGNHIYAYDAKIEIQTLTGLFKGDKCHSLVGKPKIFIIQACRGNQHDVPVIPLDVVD
Target sequence (P55212 194-293 limits assumed): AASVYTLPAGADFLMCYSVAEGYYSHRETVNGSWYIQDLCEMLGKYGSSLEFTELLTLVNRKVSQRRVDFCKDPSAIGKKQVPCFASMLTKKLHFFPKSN
RAD52 anneal inh: blocks human RAD52 DNA annealing. AID 651710. inhibition, % at 18.7 µM. actives 0.46% (n = 360,000). recombinant RAD52 DNA annealing, FRET fluorescence. P43351;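 active = every replicate showing at least 50% inhibition; inconclusive = mean inhibition at least 50% but not in every replicate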
Target sequence (P43351 whole entry, looked up): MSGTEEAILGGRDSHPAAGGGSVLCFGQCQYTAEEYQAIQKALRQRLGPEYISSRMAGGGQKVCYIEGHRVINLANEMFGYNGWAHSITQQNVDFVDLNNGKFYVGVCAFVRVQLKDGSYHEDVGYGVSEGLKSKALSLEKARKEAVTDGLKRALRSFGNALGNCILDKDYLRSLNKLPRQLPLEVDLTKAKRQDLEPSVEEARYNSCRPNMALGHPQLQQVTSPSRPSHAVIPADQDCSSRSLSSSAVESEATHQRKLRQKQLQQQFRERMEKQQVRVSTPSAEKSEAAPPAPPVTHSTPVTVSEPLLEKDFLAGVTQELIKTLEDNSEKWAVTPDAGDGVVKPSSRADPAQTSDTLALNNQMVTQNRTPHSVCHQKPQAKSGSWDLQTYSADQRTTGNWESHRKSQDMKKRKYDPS
RAD54 branch: inhibitors of human RAD54 branch migration. inhibition, % at 10.4 µM. actives 0.14% (n = 360,000). Q92698. RAD54 Holliday junction branch migration, FAM/BHQ fluorescence;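 active = mean normalized replicate activity at least 40 and at least half of replicates scoring 40 or more; inconclusive = only one of the two criteria met; inactive = mean below 40 and under half of replicates reaching 40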;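 also: 0% = median of neutral control wells and 100% = median of positive control wells; inhibitors cause a drop in the FAM fluorescence signal; in these data hits start at about 50%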
E-sel inducer: induces E-selectin expression in human endothelial cells; P16581; AID 686992; actives 0.37% (n = 260,000); HUVEC E-selectin immunofluorescence imaging; normalized: neutral wells 0, TNF-alpha wells 100; activation, % at 7.58 µM;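 active = mean E-selectin-positive cell signal at least 10% of the positive control, reached in at least 60% of replicates, without over 20% cell loss; inconclusive = no rule given, readout overlaps actives, possibly toxicity-flagged; inactive = the rest, including those meeting only one limit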;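 also: in these data hits start at about 27%; measured in HUVEC primary endothelial cells; signal is the percent of cells scored E-selectin positive by PE staining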
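assay system = HUVEC, human umbilical vein endothelial cells | input = 3,000 HUVEC seeded per well | medium = EGM-2 growth medium on 0.1% gelatin-coated wells | dosing = one compound dose added by pin transfer | signal = immunofluorescence imaging | read-out basis = % PE-positive cells | control set = TNF-alpha, DMSO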
INS-1E GSIS act: primary screen for activators of insulin secretion dependent on glucose, INS-1E cells, GLuc reporter luminescence. INS-1E GLuc reporter insulin secretion, 2-3 h. activation, % at 16.6 µM. actives 0.61% (n = 370,000). AID 743287;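 active = lowest replicate activation of at least 40%, so every replicate reaches that level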;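 also: 0% = median of neutral control wells and 100% = median of IBMX positive control wells; some compounds called inactive have numbers as strong as hits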
The depositor's hits bear a star; u = inconclusive; x = no result given; & = joins results of further samples.

SMILES | DENV2 CPE | F508del corr | Xi reactivation | CASP6 VEID inh | RAD52 anneal inh | RAD54 branch | E-sel inducer | INS-1E GSIS act
COc1ccccc1N1CCN(c2ccnc3cc(Cl)ccc23)CC1 | -1 | 1.5 | 0.0 | -4 | -6 | -3 | x | -5
O=C(c1ccoc1)N1CCC2(CC1)Oc1ccc(Cl)cc1C(=O)C21CC(c2ccc(Cl)cc2)=NO1 (configuration not stated) | x | 1.0 | 0.2 | x | x | 4 | 0.4 | -5
O=C(Nc1ccc(N2CCN(c3ccccc3)CC2)c(F)c1)C1CC1 | -4 | 1.8 | 0.0 | -1 | -23 | 4 | x | -5
C[C@@H]1CCCCO[C@@H](CN(C)Cc2ccncc2)[C@H](C)CN([C@H](C)CO)C(=O)c2cc(N(C)C)ccc2O1 | 0 | -2.7 | 0.3 | 8 | -7 | -11 | 0.0 | 3
OCCC1CN(Cc2cccn2-c2ccccn2)CCN1Cc1ccccc1 (configuration not stated) | 12 | 4.8 | x | -2 | -10 | x | -0.3 | 24
COc1ccc2c3c([nH]c2c1)[C@H](CO)N(C(C)=O)CC31CCN(S(=O)(=O)c2ccccc2)CC1 | -3 | -1.6 | 0.0 | -3 | -3 | x | 0.1 | 5
Cc1ccc2oc(C(=O)Nc3cc(C)on3)c(C)c2c1 | -8 | -0.4 | 0.0 | 1 | -10 | -5 | -0.3 | 24
Cc1ccc2oc(=O)n(CCCOc3ccccc3C)c2c1 | 12 | 0.0 | 0.0 | 0 | -11 | x | -0.3 | -19
FCCCOc1ccc(CN2CCN(c3ccccc3F)CC2)cc1 | -5 | 2.2 | 0.0 | 2 | -2 | -4 | x | -11
CC1CN(S(=O)(=O)c2ccc(C(=O)NCCCn3ccnc3)cc2)CC(C)O1 (configuration not stated) | 4 | -3.7 | 0.0 | -9 | -2 | x | -2.8 | 0
Cc1ccc(F)c(NC(=O)c2c(-c3ccccc3)noc2C)c1 | 11 | -0.5 | 0.2 | -2 | -5 | -5 | 0.1 | 15
O=C(NCc1cccc(C(F)(F)F)c1)c1ccc(=O)[nH]c1 | -4 | 1.9 | 0.1 | 3 | -7 | 16 | x | 9
CC(C)NC(=O)Nc1ccc2c(c1)C(=O)N([C@H](C)CO)C[C@@H](C)[C@H](CN(C)Cc1ccc(C(F)(F)F)cc1)OCCCC[C@H](C)O2 | 2 | 4.1 | 1.0 | 2 | 16 | 3 | x | -23
Cc1cc(C)n(-c2ccc(C(=O)OCC(=O)N3CCN(c4ccccc4)CC3)cc2)n1 | 4 | 0.2 | 0.1 | -2 | -5 | 4 | 0.0 | -1
Cc1c(NC(=O)C(C)OC(=O)c2cc(Cl)nc(Cl)c2)c(=O)n(-c2ccccc2)n1C (configuration not stated) | 6 | 0.5 | 0.6 | 2 | -15 | -8 | x | 13
COc1ccccc1CN1CCCC(N2CCN(c3ccccc3OC)CC2)C1 (configuration not stated) | 29* | 0.8 | 0.0 | -1 | -8 | 4 | x | 6
COc1ccc(NC(=S)N(CCN(C)C)C(C)c2ccncc2)cc1Cl (configuration not stated) | 4 | 0.5 | 0.0 | -3 | -19 | 6 | 0.3 | x
O=C(CSc1nnc(COc2ccc(Br)cc2)o1)N1CCOCC1 | x | 0.9 | 0.5 | 1 | -5 | -6 | x | 3
CCOC(=O)c1ccc2c(c1)N(CC#N)C(=O)C(C)(C)O2 | -2 | 5.7 | 0.0 | 4 | -15 | -2 | x | 16
Cc1noc(C)c1NC(=O)Nc1ccc2c(c1)C(=O)N([C@@H](C)CO)C[C@H](C)[C@@H](CN(C)CC1CCCCC1)OCCCC[C@H](C)O2 | -4 | -1.5 | -0.5 | 2 | -1 | -10 | -0.2 | 15
Cc1ccccc1NC(=O)Nc1ccc2c(c1)C(=O)N(C)[C@@H]1CC[C@@H](CC(=O)NCC3CC3)O[C@H]1CO2 | -6 | -0.4 | 0.2 | -2 | 5 | -10 | 0.0 | -1
Cc1ccc(S(=O)(=O)Nc2cccc3c2O[C@@H](CN(C)S(=O)(=O)c2cn(C)cn2)[C@@H](C)CN([C@H](C)CO)C3=O)cc1 | 0 | -0.4 | -1.3 | 0 | 19 | 4 | 4.7 | 7
C[C@@H]1CN([C@@H](C)CO)C(=O)c2cccc(NC(=O)c3nc4ccccc4s3)c2O[C@H]1CN(C)C(=O)Nc1ccccc1 | -2 | -0.5 | 0.9 | -2 | 17 | 1 | 0.2 | -9
O=C(/C=C/c1ccc(OCc2c(F)cccc2Cl)cc1)N1CCOCC1 | -4 | 0.7 | -0.2 | 4 | -12 | x | x | -30
CC1Nc2ncnc(N3CCOCC3)c2N(Cc2ccccc2)C1=O (configuration not stated) | -11 | 0.2 | 0.0 | 2 | -62 | -17 | -0.1 | -5
C[C@H]1CN([C@@H](C)CO)S(=O)(=O)c2ccc(/C=C/c3ccccc3)cc2O[C@@H]1CN(C)C(=O)CN1CCOCC1 | 8 | 5.5 | x | 0 | 1 | 1 | x | x
O=C(NCC(c1ccco1)N1CCCCC1)c1ccc(S(=O)(=O)Nc2ccccc2Cl)cc1 (configuration not stated) | -3 | -3.0 | 0.4 | 2 | -24 | -3 | 0.5 | -43
COc1ccc(NC(=O)N(C)C[C@H]2Oc3c(NC(=O)Nc4ccc5c(c4)OCO5)cccc3C(=O)N([C@H](C)CO)C[C@@H]2C)cc1 | u | -2.3&3.9 | 0.2&0.0 | -5&-1 | 3&-15 | -3&-1 | -0.1 | -1&-11
O=C(Nc1ccccc1)Nc1ccc2c(c1)[C@@H]1C[C@@H](CC(=O)N3CCOCC3)O[C@H](CO)[C@@H]1O2 | 8 | -0.3 | 0.1 | x | x | -11 | 0.0 | -4
Cc1cc(C)c(C)c(S(=O)(=O)Nc2ccccc2C(=O)O)c1C | 3 | 2.8 | 0.0 | -3 | -22 | -8 | x | -16
CN(CC(=O)Nc1ccc(Cl)c(C(F)(F)F)c1)C(=O)Cc1n[nH]c(=O)c2ccccc12 | -8 | -1.1 | -0.1 | 11 | -7 | -16 | 2.8 | -18
Cc1c(Cl)c([N+](=O)[O-])nn1CCCC(=O)O | 1 | -0.6 | 0.2 | -3 | -24 | x | -2.7 | 0
NC(=O)c1ccsc1NC(=O)c1ccco1 | 0 | -2.1 | 0.1 | 6 | -77 | 14 | -0.1 | 4
C[C@@H]1CN([C@H](C)CO)C(=O)c2cc(C#Cc3cccnc3)cnc2O[C@H]1CN(C)C(=O)CN(C)C | 7 | -2.2 | -0.1 | x | 8 | 6 | 0.1 | 3
Cc1ccc2nc(SCC(=O)c3ccc(O)cc3O)[nH]c2c1 | 9 | -2.6 | 0.0 | 1 | -23 | 3 | 9.4 | -9
C/C(=N\Nc1ccc(C(=O)O)cc1)c1ccc(Br)cc1 | 14 | -7.8 | 0.0 | 43* | -15 | 0 | 0.0 | -12
COCC(=O)N1C[C@H](C)[C@@H](OC)CN(C)C(=O)c2ccc(NS(C)(=O)=O)cc2OC[C@H]1C | -4 | -1.5 | 0.5 | x | -7 | -1 | -0.3 | 16
O=C(NCc1ccc(F)cc1)c1cnc(Cl)c(Cl)c1 | -4 | -1.1 | 0.0 | 0 | -2 | 21 | 0.0 | -20
Fc1ccc(-c2cc(C(F)(F)F)n3ncnc3n2)cc1 | -4 | -1.4 | 0.4 | 4 | -9 | x | -0.2 | 18
Cc1ccc(O)c(-n2nc3ccccc3n2)c1 | 2 | -2.0 | 0.0 | x | -20 | x | 1.2 | 2

Fetched by structure from the entries so far:
SMILES | DENV2 CPE | F508del corr | Xi reactivation | CASP6 VEID inh | RAD52 anneal inh | RAD54 branch | E-sel inducer | INS-1E GSIS act
Cc1c(NC(=O)C(C)OC(=O)c2cc(Cl)nc(Cl)c2)c(=O)n(-c2ccccc2)n1C (configuration not stated) | 6 | 0.5 | 0.6 | 2 | -15 | -8 | x | 13
CC(C)NC(=O)Nc1ccc2c(c1)C(=O)N([C@H](C)CO)C[C@@H](C)[C@H](CN(C)Cc1ccc(C(F)(F)F)cc1)OCCCC[C@H](C)O2 | 2 | 4.1 | 1.0 | 2 | 16 | 3 | x | -23
O=C(NCC(c1ccco1)N1CCCCC1)c1ccc(S(=O)(=O)Nc2ccccc2Cl)cc1 (configuration not stated) | -3 | -3.0 | 0.4 | 2 | -24 | -3 | 0.5 | -43
C/C(=N\Nc1ccc(C(=O)O)cc1)c1ccc(Br)cc1 | 14 | -7.8 | 0.0 | 43* | -15 | 0 | 0.0 | -12
C[C@@H]1CN([C@H](C)CO)C(=O)c2cc(C#Cc3cccnc3)cnc2O[C@H]1CN(C)C(=O)CN(C)C | 7 | -2.2 | -0.1 | x | 8 | 6 | 0.1 | 3

The list goes on:
SMILES | DENV2 CPE | F508del corr | Xi reactivation | CASP6 VEID inh | RAD52 anneal inh | RAD54 branch | E-sel inducer | INS-1E GSIS act
O=C(COc1cccc2c1CCN(Cc1ccc(Br)cc1)C2=O)N1CCOCC1 | -1 | -0.2 | 0.0 | 2 | -15 | x | -0.2 | -10
CCOC(=O)N1CCN(C(=O)COc2ccc3c(c2)C(=O)CC(C)(C)O3)CC1 | -3 | -2.5 | -0.1 | -3 | 12 | x | 0.0 | -8
Cc1ccc(/C=C2\SC(=S)N(CCC(=O)NNC(=O)c3ccccc3O)C2=O)cc1 | 5 | 0.8 | 0.3 | 4 | -11 | -9 | 0.0 | -3
COc1ccc(NC(=S)N(Cc2ccccn2)Cc2ccccc2Cl)cc1 | 1 | 0.5 | 0.2 | 1 | -14 | -9 | x | 15
CC[C@]12c3[nH]c4ccc(Cl)cc4c3CCN1C(=O)[C@@H](CC(=O)NCc1ccco1)C[C@@H]2C(=O)N1CCN(C(=O)C2CC2)CC1 | 1 | -3.4 | 0.0 | 0 | 4 | -5 | -0.2 | -2
COc1cccc(-c2nnc(NC(=O)CCS(=O)(=O)c3ccc(F)cc3)o2)c1 | 1 | 4.5 | 0.2 | -1 | -15 | -5 | -0.3 | 14
C[C@H](CO)N1C[C@H](C)[C@@H](CN(C)C(=O)Nc2ccc(C(F)(F)F)cc2)Oc2ccc(NC(=O)C3CCCCC3)cc2C1=O | -5&-6 | -1.3&-4.0 | 0.3&0.2 | -3&3 | -4&-14 | 9&1 | 0.9&0.1 | -2&-18
NS(=O)(=O)c1ccc(CCNC(=O)CSc2nc3ccsc3c(=O)n2CCCCC(=O)O)cc1 | 0 | -2.3 | 0.0 | 2 | -11 | x | x | 4
O=C(CCCc1ccccn1)c1ccc(-c2ccccc2)cc1 | 2 | 3.6 | 0.5 | 1 | -22 | -3 | 1.0 | x
C[C@@H]1CN([C@@H](C)CO)C(=O)c2cc(NC(=O)Cc3ccccc3)ccc2O[C@@H]1CN(C)S(=O)(=O)c1ccc(F)cc1 | -3 | 0.2 | 0.0 | 0 | -21 | -4 | -21 | -15
CC(C(=O)NCc1ccccc1)n1c(Cc2cc(F)cc(F)c2)nc2ccccc21 (configuration not stated) | -2 | 2.5 | -0.1 | -1 | -2 | x | -0.1 | 10
Cc1ccc(S(=O)(=O)Nc2ccc3c(c2)C(=O)N([C@H](C)CO)C[C@H](C)[C@H](CN(C)S(C)(=O)=O)O3)cc1 | -2 | 2.4 | 0.6 | 0 | 7 | 2 | 0.1 | 11

Hits appear at their usual frequency; overall some 3.7% were active at least once.
